Assay outcomes deposited in PubChem by several laboratories.
MsrA inh: bovine MsrA enzyme inhibitors, primary screen, biochemical, absorbance, HTS | Methionine sulfoxide reductase A (Bos taurus) | purified bovine MsrA, absorbance read-out | inhibition, % at 15.5 µM | 360,000 tested, 0.75% active; in the data active = inhibition above about 4.5%;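 note: 0% = vehicle wells with enzyme and 100% = reference inhibitor wells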
SKN-1 block: suppressors of acrylamide-induced Pgst-4::GFP reporter in worms, primary screen, SKN-1 inhibitor project, whole organism, uHTS, GFP/RFP fluorescence ratio, strain VP596; C. elegans VP596 Pgst-4::GFP/RFP ratio, 24 h; inhibition, % at 21.8 µM; 360,000 tested, 0.49% active;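 active = interference check ratio from 0.5 to 1.5 plus GFP to RFP signal ratio inhibition reaching or exceeding a fixed threshold, cut at about 30% in these data, passing the limit was not always enough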; note: some compounds called inactive have numbers as strong as hits
MT1-MMP act inh: blockers of MT1-MMP proenzyme processing, primary screen, HT1080 RFP-PRO-GFP cells, GFP/RFP fluorescence; Matrix metalloproteinase-14 (Homo sapiens), P50281; GFP/RFP ratio fluorescence, overnight; percent of plate control window, DMSO zero; GFP/RFP ratio change, % at 20 µM; 360,000 tested, 0.061% active;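 active = GFP/RFP ratio change of at least 30% with cell ATP level not reduced by more than half and red fluorescence within 50% of control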; note: strong numbers were not always called active
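Compound: 20 µM single dose, 1% DMSO / System: HT1080 RFP-PRO-GFP cells / Controls: DMSO and RFP-L50D-GFP cell wells / Read-out basis: GFP/RFP fluorescence ratio / Schedule: overnight compound exposure at 37 °C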
MsrA act: bovine MsrA enzyme activators, primary screen, biochemical, absorbance, HTS | activation, % at 10.6 µM | 360,000 tested, 0.3% active | Methionine sulfoxide reductase A (Bos taurus) | purified bovine MsrA, absorbance read-out; in the data active = activation above about 7.5%;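 note: 0% = vehicle and 100% = reference activator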
Rin1-Abl PPI inh: inhibitors of Rin1-Abl protein binding, primary screen, biochemical, TR-FRET; Tyrosine-protein kinase ABL1 (Homo sapiens) + Ras and Rab interactor 1 (Homo sapiens), …; 360,000 tested, 0.4% active; inhibition, % at 7.35 µM; in the data active = inhibition above about 5%, passing the limit was not always enough
Target sequence (P00519 whole entry, looked up): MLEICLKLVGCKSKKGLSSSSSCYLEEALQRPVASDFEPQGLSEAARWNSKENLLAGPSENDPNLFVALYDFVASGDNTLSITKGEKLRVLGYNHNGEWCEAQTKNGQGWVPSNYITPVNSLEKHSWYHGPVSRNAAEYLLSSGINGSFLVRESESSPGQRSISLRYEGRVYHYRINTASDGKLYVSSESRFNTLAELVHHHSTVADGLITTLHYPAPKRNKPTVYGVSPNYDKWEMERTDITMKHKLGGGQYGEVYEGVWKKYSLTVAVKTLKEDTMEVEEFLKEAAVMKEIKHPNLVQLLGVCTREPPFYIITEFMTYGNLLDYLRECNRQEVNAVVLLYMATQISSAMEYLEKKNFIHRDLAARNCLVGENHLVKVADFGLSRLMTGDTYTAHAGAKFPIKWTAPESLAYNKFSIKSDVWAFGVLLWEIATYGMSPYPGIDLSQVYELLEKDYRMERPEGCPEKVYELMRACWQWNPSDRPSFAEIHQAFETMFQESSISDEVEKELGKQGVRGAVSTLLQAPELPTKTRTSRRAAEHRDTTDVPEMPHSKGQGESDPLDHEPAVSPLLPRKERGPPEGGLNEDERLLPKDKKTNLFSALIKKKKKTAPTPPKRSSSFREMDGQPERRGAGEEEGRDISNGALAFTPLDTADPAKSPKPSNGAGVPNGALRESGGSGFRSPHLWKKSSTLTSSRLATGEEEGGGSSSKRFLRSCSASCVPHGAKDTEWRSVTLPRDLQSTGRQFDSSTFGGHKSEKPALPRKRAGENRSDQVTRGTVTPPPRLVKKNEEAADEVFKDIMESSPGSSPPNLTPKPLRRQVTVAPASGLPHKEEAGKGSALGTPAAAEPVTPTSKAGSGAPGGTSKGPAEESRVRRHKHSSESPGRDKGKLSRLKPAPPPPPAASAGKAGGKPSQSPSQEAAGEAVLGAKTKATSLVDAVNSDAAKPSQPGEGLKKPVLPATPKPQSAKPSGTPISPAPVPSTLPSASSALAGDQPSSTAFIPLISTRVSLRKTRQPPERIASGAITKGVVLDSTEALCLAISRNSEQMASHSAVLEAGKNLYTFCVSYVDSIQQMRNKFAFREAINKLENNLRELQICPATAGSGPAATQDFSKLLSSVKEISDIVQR
Target sequence (Q13671 whole entry, looked up): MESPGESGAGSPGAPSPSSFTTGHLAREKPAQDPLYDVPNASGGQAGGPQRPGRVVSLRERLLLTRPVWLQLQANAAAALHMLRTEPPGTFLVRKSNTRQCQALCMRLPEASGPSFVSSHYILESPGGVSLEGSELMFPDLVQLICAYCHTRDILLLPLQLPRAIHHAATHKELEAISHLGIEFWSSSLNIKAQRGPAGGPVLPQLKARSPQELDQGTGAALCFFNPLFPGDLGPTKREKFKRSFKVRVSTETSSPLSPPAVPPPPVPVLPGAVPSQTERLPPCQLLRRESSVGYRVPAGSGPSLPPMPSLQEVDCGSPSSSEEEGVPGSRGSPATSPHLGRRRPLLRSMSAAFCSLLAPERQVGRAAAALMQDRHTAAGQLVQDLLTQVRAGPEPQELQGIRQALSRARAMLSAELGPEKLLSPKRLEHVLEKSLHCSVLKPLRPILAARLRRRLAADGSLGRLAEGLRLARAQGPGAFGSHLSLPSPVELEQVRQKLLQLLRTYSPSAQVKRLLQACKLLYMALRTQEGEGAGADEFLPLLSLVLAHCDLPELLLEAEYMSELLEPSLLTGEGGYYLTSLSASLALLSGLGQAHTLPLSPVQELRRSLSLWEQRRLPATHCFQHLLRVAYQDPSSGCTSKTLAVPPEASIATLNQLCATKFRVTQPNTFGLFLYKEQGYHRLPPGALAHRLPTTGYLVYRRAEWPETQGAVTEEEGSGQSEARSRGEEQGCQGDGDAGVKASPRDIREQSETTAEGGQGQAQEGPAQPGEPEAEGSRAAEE
NRP1-CendR mod: modulators of CendR peptide binding to NRP-1, primary screen, biochemical, fluorescence polarization, uHTS. Neuropilin-1 (Homo sapiens), O14786. FAM-RPARPAR peptide binding to NRP-1. inhibition, % at 25 µM. 360,000 tested, 0.85% active;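 active = inhibition or corrected inhibition above about 18%, plus a signal ratio from 0.5 to 1.5, limit read from the data, passing the limit was not always enough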; note: strong numbers were not always called active
Neddylation inh: inhibitors of cullin neddylation, primary screen, biochemical, TR-FRET, uHTS, NAE and Ubc12; AID 651699, 2012; NEDD8-conjugating enzyme Ubc12 (Homo sapiens) + NEDD8-activating enzyme E1 regulatory …; calls only at 25 µM; 360,000 tested, 0.58% active; in the data active = inhibition above about 36%
eLon inh: inhibitors of E. coli Lon protease, primary screen, biochemical, fluorescence polarization. P0A9M0. purified E. coli Lon protease. inhibition, % at 7.94 µM. 360,000 tested, 0.42% active. AID 602123, 2011; in the data active = inhibition above about 13%, passing the limit was not always enough;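 note: 0% = enzyme with probe and DMSO and 100% = no enzyme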
FAS-TE inh: FAS thioesterase domain inhibitors, primary screen, biochemical, fluorescence intensity, uHTS. Fatty acid synthase (Homo sapiens), P49327. recombinant FAS-TE, OMFH fluorogenic substrate, fluorescence endpoint. inhibition, % at 15 µM. 360,000 tested, 0.67% active. AID 602261, 2012;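 active = compounds whose normalised, plate-corrected inhibition of enzyme fluorescence in the single-dose primary screen is 50% or more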;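 note: 0% = DMSO with enzyme and 100% = substrate without enzyme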
Starred values were filed as active, the others as inactive; i = inactive; · = no result given. Rows are unselected, and some 4.2% of all compounds hit somewhere here.

SMILES | MsrA inh | SKN-1 block | MT1-MMP act inh | MsrA act | Rin1-Abl PPI inh | NRP1-CendR mod | Neddylation inh | eLon inh | FAS-TE inh
C/C(=N\N=C\c1ccccc1)c1nnn(-c2nonc2N)c1C | -0.9 | 8 | -3 | -7 | -1 | -6 | i | 5 | -4
O=C(CN(CC1CCCO1)C(=O)CCC(=O)Nc1nccs1)NCc1ccccc1 (configuration not stated) | -0.9 | -17 | 4 | -11 | -1 | 1 | i | 1 | -12
N/C(=N\OC(=O)c1ccccc1Cl)c1ccccn1 | -0.3 | 11 | -11 | -6 | -2 | -78 | i | 4 | 0
CCOC(=O)C1C(c2ccccc2Cl)NC(=O)N(C)C1(O)C(F)(F)F (configuration not stated) | -0.8 | 17 | 0 | -12 | 0 | 0 | i | -11 | -7
Cc1noc(C)c1CSCC(=O)N(C)CC(=O)Nc1ccc(F)cc1 | -0.9 | 7 | -1 | -8 | 0 | 6 | i | 1 | -3
CCc1nc(NCC2CC2)c2nnn(Cc3ccccc3)c2n1 | 1.6 | 14 | 3 | -7 | -8 | -14 | i | -4 | -1
O=C(Cc1cccs1)N/N=C/c1ccccc1 | 1.4 | -9 | 1 | -5 | -2 | -10 | i | 11 | -4
Nc1nc(-c2cccnc2)nn1C(=O)c1ccc(Cl)cc1 | 0.4 | 2 | -1 | -2 | -2 | 1 | i | 2 | 2
O=C(c1c(Cl)cccc1Cl)N1CCN(c2cccc3[nH]ccc23)CC1 | -0.9 | 5 | 1 | -3 | 2 | 11 | i | -5 | -2
Cc1ccccc1/C(N)=N/OC(=O)/C=C/c1ccccc1 | 0.1 | -4 | -2 | -5 | -5 | -10 | i | -1 | -2
CC(=O)c1cccc(NC(=O)C2CCN(S(C)(=O)=O)CC2)c1 | 0.0 | -3 | -1 | -3 | -2 | 8 | i | -8 | -4
Cc1noc(C)c1C(=O)N1CCN(C(=O)c2sc3cc(Cl)ccc3c2Cl)CC1 | 0.1 | 2 | 0 | -2 | 1 | -7 | i | 3 | -10
COc1cccc(C(=O)Nc2c3c(nn2-c2ccc(Cl)cc2)CS(=O)(=O)C3)c1OC | -1.0 | -10 | 2 | -3 | -2 | -2 | i | -4 | 15
O=C(c1cccc(C(F)(F)F)c1)C1CCCN(C(=O)CCc2cnccn2)C1 (configuration not stated) | 1.6 | 5 | -4 | -2 | 4 | 7 | i | -2 | -2
Cc1nc(N)c(Cc2ccccc2F)c(N)n1 | -1.2 | 7 | 1 | -8 | 0 | 3 | i | 0 | -3
Cc1ccc(-c2nc3ccc(Br)cn3c2Cc2cccc(Cl)c2)cc1 | 0.5 | 34 | -11 | -3 | -33 | -12 | i | -9 | 16
COc1ccc(/C=C/C(=O)c2ccc3ccccc3c2O)cc1CN1CCOCC1 | 0.0 | 11 | 2 | 0 | -1 | -13 | i | -1 | -5
Cn1c(SCC(=O)Nc2ccc(Cl)cc2F)nnc1-c1ccco1 | -1.2 | 9 | 4 | -3 | 1 | 2 | i | 1 | 0
CCCCCCOC(=O)c1ccccc1NC(=O)/C=C/C(=O)O | 0.0 | -15 | -1 | 2 | -3 | -3 | i | -1 | 0
Brc1ccc(C2Nc3cccc4cccc(c34)N2)s1 | 0.6 | 10 | 6 | 0 | -2 | 11 | i | 4 | 14

A draw from above in order of length of the SMILES, smallest number first.
SMILES | MsrA inh | SKN-1 block | MT1-MMP act inh | MsrA act | Rin1-Abl PPI inh | NRP1-CendR mod | Neddylation inh | eLon inh | FAS-TE inh
CCCCCCOC(=O)c1ccccc1NC(=O)/C=C/C(=O)O | 0.0 | -15 | -1 | 2 | -3 | -3 | i | -1 | 0
C/C(=N\N=C\c1ccccc1)c1nnn(-c2nonc2N)c1C | -0.9 | 8 | -3 | -7 | -1 | -6 | i | 5 | -4
O=C(c1c(Cl)cccc1Cl)N1CCN(c2cccc3[nH]ccc23)CC1 | -0.9 | 5 | 1 | -3 | 2 | 11 | i | -5 | -2

Reprinted at random: three entries already listed
SMILES | MsrA inh | SKN-1 block | MT1-MMP act inh | MsrA act | Rin1-Abl PPI inh | NRP1-CendR mod | Neddylation inh | eLon inh | FAS-TE inh
C/C(=N\N=C\c1ccccc1)c1nnn(-c2nonc2N)c1C | -0.9 | 8 | -3 | -7 | -1 | -6 | i | 5 | -4
COc1ccc(/C=C/C(=O)c2ccc3ccccc3c2O)cc1CN1CCOCC1 | 0.0 | 11 | 2 | 0 | -1 | -13 | i | -1 | -5
CCCCCCOC(=O)c1ccccc1NC(=O)/C=C/C(=O)O | 0.0 | -15 | -1 | 2 | -3 | -3 | i | -1 | 0

Additional entries.
SMILES | MsrA inh | SKN-1 block | MT1-MMP act inh | MsrA act | Rin1-Abl PPI inh | NRP1-CendR mod | Neddylation inh | eLon inh | FAS-TE inh
CCOc1cc(/C=N/NC(=O)COc2ccccc2C)ccc1OC(=O)c1cccs1 | 0.2 | -9 | 0 | -9 | 1 | -11 | i | 1 | 26
Cc1c(C)[n+](=O)c2c(n1[O-])CCCCC2 | 0.4 | 1 | -5 | -3 | 1 | -20 | i | 4 | -7
O=C(NC1CCCCC1)N1CCN(c2ccc(Cl)cc2)CC1 | -0.9 | 12 | -1 | -2 | 3 | 7 | i | 1 | 1
Cc1cc(NC(=O)c2ccc(NC(=O)CC(C)C)cc2)no1 | -0.9 | 11 | 3 | 0 | -2 | 2 | i | -4 | -5
CCCn1nc(C(=O)N2CCN(c3ccccn3)CC2)c2ccccc2c1=O | 0.5 | 2 | 2 | 0 | 1 | 4 | i | -7 | -2
COc1ccc(NC(=O)COc2cccc3c2CCN(Cc2cccnc2)C3=O)c(OC)c1 | 0.5 | -23 | -1 | -1 | 2 | -6 | i | -7 | -1
CC(C)=CC(=O)N1CCCc2ccccc21 | -0.9 | 11 | 2 | -3 | 4 | -9 | i | -1 | -6
CC(C)(C)n1nnnc1C(c1ccccc1)N1CCN(C(=O)c2ccco2)CC1 (configuration not stated) | 0.3 | 22 | 2 | -7 | · | 8 | i | -1 | -11
COc1ccc(C2c3c(oc4ccccc4c3=O)C(=O)N2c2ccccn2)cc1OC (configuration not stated) | 1.1 | -1 | 4 | -6 | 0 | -27 | i | 4 | 3
CC(=O)c1ccc(N2CCN(C(=O)c3c(-c4ccccc4Cl)noc3C)CC2)cc1 | 1.9 | -26 | -3 | -2 | 1 | 0 | i | -4 | -1
COC(=O)C1CC(Cl)CN1c1ncc(C(F)(F)F)cc1Cl (configuration not stated) | 5.1* | 14 | 0 | -5 | 1 | 14 | i | -4 | 5
CC(C)(C)c1cccc(Oc2nn[nH]n2)c1 | 0.0 | -6 | 4 | -7 | 8 | -3 | i | -3 | -7
O=C(NC12CC3CC(CC(C3)C1)C2)N1CCN(c2ccccn2)CC1 | -0.7 | -6 | 6 | -11 | 0 | 10 | i | -12 | -5
Cc1ccc(C=NNC(=O)C(=O)Nc2ccc(Cl)c([N+](=O)[O-])c2)cc1 | 0.5 | 15 | 6 | -2 | -5 | 10 | i | 0 | 6
CCN(C(=O)CSc1ncccn1)c1c(N)n(Cc2ccccc2)c(=O)[nH]c1=O | 1.2 | 10 | 0 | 2 | 0 | -3 | i | -15 | -9
Cn1c(CCNC(=O)c2cccs2)nnc1SCC(=O)Nc1nc(-c2ccccc2)cs1 | 2.1 | -2 | -3 | -7 | 1 | -8 | i | -11 | -3
CCOC(=O)N1CCN(C(=S)NC2CCCC2)CC1 | -0.7 | 5 | 0 | -3 | -1 | -2 | i | 6 | 0
Cc1ccc(O)c(N=CC2=C(O)c3ccccc3C2=O)c1 | 1.5 | 2 | -33 | -1 | -5 | -19 | i | -10 | 18
CCNC(=O)C(Sc1ccccc1)c1ccccc1 (configuration not stated) | -0.8 | -25 | 0 | -8 | 1 | -8 | i | 5 | -5
CCCCc1c(-c2ccc(F)cc2)ncn1CCc1ccccc1OC | -0.4 | -1 | -10 | -2 | · | 17 | i | -1 | 24
Cc1cccc(NC(=O)CSc2nc(-c3ccccc3)c(C#N)c(=O)[nH]2)c1C | -0.6 | 2 | 1 | -3 | -4 | -4 | i | 2 | 0
Cc1cc(C)c2c(n1)SCC(=O)N2CC(=O)Nc1c(C)cccc1C | -0.3 | -5 | -3 | -1 | 3 | 9 | i | -8 | -12
CN(C)c1cccc(/C=C(\C#N)c2ccccc2)c1 | 0.4 | 13 | 0 | -2 | 2 | 2 | i | -5 | 28
O=C(Cc1c(Cl)cccc1Cl)NC1=NCCS1 | · | 5 | 2 | -3 | -3 | -4 | i | -7 | 4
CCOc1ccc(-n2c(=O)c3c4c(sc3n(CC(=O)NCC3CCCO3)c2=O)CCC4)cc1 (configuration not stated) | -0.3 | -8 | 1 | -4 | 0 | -8 | i | -6 | -2
CN(C)Cc1c(O)ccc2[nH]cnc12 | 0.8 | -4 | 2 | -1 | -3 | -2 | i | 4 | -5
CC1CCCCN1S(=O)(=O)c1cccc2cccnc12 (configuration not stated) | 0.0 | 15 | 0 | -1 | 1 | 10 | i | -4 | -2
Fc1ccc2c(c1)C(c1ccncc1)=NNC(c1ccc(Br)cc1)=N2 | 1.7 | 4 | 0 | -2 | 2 | -4 | i | 5 | -6
CC(=O)NC(Cc1ccccc1)C(=O)N1CCN(C(=O)c2ccco2)CC1 (configuration not stated) | · | -2 | 11 | -13 | 0 | 3 | i | -11 | -7
COc1ccccc1C(=O)NC(CCSC)C(=O)OCC(=O)NC(=O)NCc1ccco1 (configuration not stated) | -0.6 | -22 | 1 | -2 | 0 | 0 | i | 4 | -2
OCC1(Cc2cccc(Cl)c2)CCCN(Cc2ccc(F)c(F)c2)C1 (configuration not stated) | 2.3 | -19 | -3 | -3 | 0 | -2 | i | -2 | 26
O=C(Nc1ccc(NC(=O)c2cc3ccccc3o2)cc1)c1ccco1 | 0.5 | 1 | 4 | -3 | -2 | 8 | i | -7 | 4
COc1ccc(C(=O)C2CCCN(C(=O)c3ccnn3C)C2)c(C)c1 (configuration not stated) | 0.1 | 10 | -5 | -8 | -1 | 5 | i | -6 | -4
COC(=O)Nc1[nH]ncc1[N+](=O)[O-] | 1.7 | -10 | 4 | -3 | 2 | -8 | i | 12 | -2
CCCS(=O)(=O)NC(=O)C1(C)CCCN(C(=O)c2ccc3c(c2)OCO3)C1 (configuration not stated) | · | 2 | 1 | -7 | 0 | -11 | i | -5 | -9
CCOc1cccc(C(=O)Nc2ccccc2OC(F)F)c1 | -0.3 | -12 | -4 | -8 | -1 | 1 | i | 4 | -4
COc1ccc2nc3c(cc2c1)c(NC(=O)c1cccs1)nn3CC(C)C | 1.1 | 18 | -9 | -1 | 0 | 45* | · | 1 | 24
COc1ccccc1/C=C/C1C(C(=O)OCC(C)C)=C(C)N=C2SCCC(=O)N21 (configuration not stated) | 1.5 | -11 | -1 | -2 | -1 | 8 | i | 1 | 21
CCC(C)N(C(=O)COc1ccc(-c2nnco2)cc1)C1CCS(=O)(=O)C1 (configuration not stated) | -0.5 | 5 | 2 | -1 | -2 | 10 | i | -6 | -6
CC(C)Oc1ccccc1NC(=O)CSc1nc2ccccc2c(=O)n1C | 1.7 | 2 | 3 | -1 | 2 | 5 | i | 1 | 18
C=CCNC(=O)CNS(=O)(=O)c1ccc(F)cc1 | 0.3 | 10 | -1 | -2 | -1 | -1 | i | -4 | -4
COc1ccccc1/C=C/CN1CCC(Oc2ccc(C(=O)N3CCCC3)cc2)CC1 | -1.3 | -9 | 3 | -4 | 4 | 5 | i | -7 | -2
